Screening data deposited in PubChem by several laboratories.
RSV antiviral HEp-2 – inhibition of RSV-induced cytopathic effect – HEp-2 cells, primary 10 µM value included (AID 2391); hit rate 0.13% among 310,000; HEp-2 cells, RSV-induced CPE inhibition; higher % means a stronger effect; CPE inhibition, % at 10 µM, or IC50 in µM where a hit was titrated; in the data active means a potency from the dose series; inconclusive means CPE inhibition mostly from about 23% at the one dose, without a potency; inactive means the rest, 99 in 100 with CPE inhibition below about 21%; further: strong numbers were not always called active
Large T inhibition – TAg ATPase/helicase activity blockers – biochemical (AID 1903); SV40 large T antigen ATPase/helicase inhibition assay; higher % means a stronger effect; inhibition, % at 20 µM, or IC50 in µM where a hit was titrated; hit rate 0.39% among 310,000; in the data active means a potency from the dose series; inconclusive means inhibition mostly from about 32% at the one dose, without a potency; inactive means the rest, 99 in 100 with inhibition below about 32%; further: strong numbers were not always called active
Dengue-2 NS5 capping – Dengue-2 NS5 methyltransferase inhibitors, primary screen, biochemical, confirmation dose response (AID 588689). Dengue-2 NS5 methyltransferase capping enzyme assay, biochemical; higher % means a stronger effect. inhibition, % at 25 µM; hits with a dose series show IC50 in µM. hit rate 0.3% among 340,000; in the data active means a potency from the dose series; inconclusive means inhibition above about 29% without an active follow-up result
GPR35 arrestin U2OS – GPR35 antagonists blocking zaprinast-driven arrestin recruitment, primary screen, imaging, U2OS, beta-arrestin-GFP, zaprinast agonist (AID 2058) | U2OS GPR35 beta-arrestin-GFP translocation imaging, zaprinast antagonism; higher % means a stronger effect | inhibition, % at 10 µM; hits with a dose series show IC50 in µM | hit rate 0.052% among 290,000;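 active means inhibition of at least 50% with at least 30 cells and total cytoplasm GFP at most 10,000,000; inconclusive means under 30 cells or total GFP of 10,000,000 plus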
Rac1 GTP hydrolysis – MgcRacGAP GTPase-activating activity inhibitors, confirmation, biochemical, ADP Hunter fluorescence. MgcRacGAP-stimulated Rac1 GTP hydrolysis, ADP Hunter fluorescence; higher % means a stronger effect; GST-tagged Rac1 F28L mutant substrate. inhibition, % at 30 µM, or IC50 in µM where a hit was titrated. hit rate 0.6% among 340,000;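 active means first-screen hits whose inhibition reached a set limit at any dose in the follow-up dose series; inconclusive means inhibition above the set first-screen limit but never retested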;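 further: fluorescence reports GDP produced by GAP-driven GTP hydrolysis; strong numbers were not always called active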
ER stress rescue – protection against thapsigargin-triggered cell killing – 384-well, CSM14.1, ATP luminescence, primary screen (AID 1222); CSM14.1 thapsigargin-induced death rescue, ATP luminescence; higher % means a stronger effect; one-dose cellular ATP content (survival), % at 20 µM; EC50 in µM for titrated hits; 190,000 tested, under 10 active;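 active means EC50 below 50 µM in the dose-response confirmation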;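 further: death triggered by thapsigargin at about 15 µM added after 2 h compound pretreatment; cell ATP read after overnight thapsigargin exposure of roughly 18 to 22 hours; normalized against plate controls of thapsigargin alone and 5% DMSO vehicle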
LYP inhibition – inhibitors of LYP phosphatase, biochemical, fluorescence intensity, uHTS (AID 1779); one-dose inhibition, % at 11.5 µM; IC50 in µM for titrated hits; recombinant LYP phosphatase, fluorescence intensity; higher % means a stronger effect; hit rate 0.054% among 290,000; in the data active means inhibition above about 50%;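 further: plate controls were vehicle with enzyme for no effect and no enzyme for full effect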
Salmonella PhoP GFP – PhoP-dependent GFP reporter repression – Salmonella Typhimurium, primary screen (AID 1863); S. Typhimurium PhoP-regulated promoter GFP reporter, 4 h; higher % means a stronger effect; one-dose inhibition, % at 50 µM; IC50 in µM for titrated hits; hit rate 0.16% among 300,000;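 active means inhibition over 29.93%, a cutoff 3 SD above the screen mean, later confirmed by dose response; inconclusive means inhibition over 29.93% but no dose response follow-up; inactive means inhibition at most 29.93% or unconfirmed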;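 further: 0% = low Mg2+ inducing control and 100% = high Mg2+ repressing control; strong numbers were not always called active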
West Nile virus CPE – inhibition of WNV-induced cytopathic effect – cell-based, CPE readout (AID 1621); West Nile virus-infected cells, CPE inhibition; higher % means a stronger effect; CPE inhibition, % at 10 µM, or IC50 in µM where a hit was titrated; hit rate 0.02% among 290,000; in the data active means a potency from the dose series; inconclusive means CPE inhibition mostly from about 3.7% at the one dose, without a potency; inactive means the rest, 99 in 100 with CPE inhibition below about 2.2%; further: strong numbers were not always called active
Dengue-2 NS5 capping pilot replicate – second read-out of Dengue-2 NS5 capping, no call of its own (marks repeat the call); inhibition, %; measured here: pilot screen replicate inhibition
The depositor's hits bear a star; ? = inconclusive; / = no result given.

SMILES	RSV antiviral HEp-2	Large T inhibition	Dengue-2 NS5 capping	GPR35 arrestin U2OS	Rac1 GTP hydrolysis	ER stress rescue	LYP inhibition	Salmonella PhoP GFP	West Nile virus CPE	others
O=C(Nc1ccnn1C1CCN(Cc2cc(Cl)ccc2O)CC1)C1CC1	-0.1%	11%	-2%	8%	1%	/	-7%	-11%	0.1%
CCCCN(Cc1ccco1)S(=O)(=O)c1c[nH]c(C(=O)OC)c1	-0.2%	-5%	-9%	-32%	-8%	/	-6%	4%	-0.1%
O=[N+]([O-])c1ccc(OCCCCCN2CCOCC2)cc1	0.7%	3%	-6%	6%	1%	/	-9%	4%	-0.9%
Cc1cccc(Nc2nc(N)c([N+](=O)[O-])c(N3CC(C)OC(C)C3)n2)c1 (stereo not drawn)	21%	4%	1%	-8%	8%	/	2%	3%	-1.0%
CNC(=O)Nc1ccc(S(N)(=O)=O)cc1	2.1%	2%	-6%	-2%	7%	/	-6%	-3%	0.3%
C=CCNC(=O)c1ccc(C2SCC(=O)N2Cc2ccccc2)cc1 (stereo not drawn)	0.6%	0%	5%	16%	9%	2.7%	-2%	-9%	-0.8%
Cc1sc(NC(=O)c2cccs2)nc1-c1ccccc1	?	-5%	0%	4%	1%	0.3%	-6%	8%	0.6%
OCCC1CN(Cc2cccc3nccnc23)CCN1Cc1ccc(F)c(F)c1 (stereo not drawn)	0.9%	7%	-14%	2%	10%	-1.4%	-5%	-1%	-0.4%
CC1(C)CC(=O)c2c(nn(-c3ccccc3)c2N)C1	0.0%	7%	3%	-6%	0%	-0.7%	-1%	-9%	1.7%
CC(C)N(C(=O)c1ccc(-c2ccccc2F)cc1)C(C)C	9.6%	9%	/	17%	/	/	-3%	0%	-1.1%
Cc1ccc(S(=O)(=O)N2CCCC(NC(=O)N3CCN(c4ccccc4)CC3)C2)cc1 (stereo not drawn)	2.2%	6%	-15%	-18%	-3%	5.6%	-7%	-10%	-0.1%
CCN(CC)c1ccc(C2C(C(=O)OC)=C(C)NC(C)=C2C(=O)OC)cc1	0.3%	14%	-2%	18%	5%	-0.2%	-1%	-13%	-0.6%	Dengue-2 NS5 capping pilot replicate=7.0
O=C(CSc1nnc(-c2ccccc2)n1-c1ccc(Cl)cc1)NNC(=S)Nc1ccccc1	6.4%	2%	-2%	-4%	6%	-2.8%	5%	12%	-0.5%
CC(NC(=O)c1ccc(Cl)c(Cl)c1)c1ccc(-c2ccccc2)cc1 (stereo not drawn)	0.9%	23%	3%	16%	4%	/	-2%	-6%	-0.3%
O=C1CCCN1c1ccc(S(=O)(=O)N2CCN(c3ccccn3)CC2)cc1	0.4%	0%	3%	15%	8%	/	-4%	-2%	-1.4%
Cc1nc([N+](=O)[O-])c(Br)n1CC(=O)c1ccccc1	1.6%	3%	-21%	1%	4%	5.3%	-8%	146µM*	3.0%
CC(NC(=O)CCNC(=O)c1ccco1)c1ccccc1 (stereo not drawn)	-1.9%	14%	0%	/	-3%	/	/	-6%	/
COc1ccc(NC(=S)NCCSc2ccc(Cl)cc2)c(OC)c1	0.2%	4%	-5%	18%	-2%	-1.3%	7%	-8%	-0.3%
COC(=O)C1=NN(c2ccc(Cl)cc2)C2C(=O)N(c3ccccc3OC)C(=O)C12 (stereo not drawn)	2.2%	2%	-11%	-8%	7%	-3.1%	-4%	5%	0.1%
Cc1cccc(OCCSc2nncn2C)c1	2.0%	4%	-1%	-3%	11%	1.1%	-8%	-6%	-0.4%
O=C(O)CCn1c(=O)sc2ccccc21	-0.4%	1%	-8%	11%	6%	-2.5%	-8%	-21%	0.1%
CCOC(=O)CN1C(=O)N[C@@H](c2ccco2)C(C(C)=O)=C1C	3.1%	11%	-2%	/	7%	/	/	-2%	0.0%
CC1=C(OC(=O)c2ccccc2)C(C)(C)C(c2ccccc2)OC1=O (stereo not drawn)	1.8%	2%	-6%	4%	5%	-1.2%	0%	0%	0.1%
CN1C(=O)/C(=C/c2cn(CC(=O)N3CCCCC3)c3ccccc23)c2ccccc21	/	7%	/	-7%	/	3.5%	4%	-1%	2.9%

3 entries picked at random from the list so far:
SMILES	RSV antiviral HEp-2	Large T inhibition	Dengue-2 NS5 capping	GPR35 arrestin U2OS	Rac1 GTP hydrolysis	ER stress rescue	LYP inhibition	Salmonella PhoP GFP	West Nile virus CPE	others
O=C(O)CCn1c(=O)sc2ccccc21	-0.4%	1%	-8%	11%	6%	-2.5%	-8%	-21%	0.1%
COC(=O)C1=NN(c2ccc(Cl)cc2)C2C(=O)N(c3ccccc3OC)C(=O)C12 (stereo not drawn)	2.2%	2%	-11%	-8%	7%	-3.1%	-4%	5%	0.1%
CCOC(=O)CN1C(=O)N[C@@H](c2ccco2)C(C(C)=O)=C1C	3.1%	11%	-2%	/	7%	/	/	-2%	0.0%

Remaining list, next part
SMILES	RSV antiviral HEp-2	Large T inhibition	Dengue-2 NS5 capping	GPR35 arrestin U2OS	Rac1 GTP hydrolysis	ER stress rescue	LYP inhibition	Salmonella PhoP GFP	West Nile virus CPE	others
Cc1ccc2c(c1)S/C(=C\c1cccc[n+]1C)N2CCO	2.1%	24%	-7%	9%	5%	/	2%	-8%	0.3%
O=C(NCCC1=CCCCC1)c1cc(-c2ccncc2)nc2ccccc12	10%	7%	-7%	22%	4%	0.0%	-1%	-5%	-0.5%
CCN1CCN(CC(=O)N2N=C(c3cccs3)CC2c2ccc(C)cc2)C(=O)C1=O (stereo not drawn)	-1.2%	7%	4%	-11%	0%	-0.7%	-2%	-4%	0.2%
CCCn1c2ccccc2c2cnn(CC(=O)NCCCN3CCCC(C)C3)c(=O)c21 (stereo not drawn)	0.2%	15%	-3%	-7%	11%	/	-7%	0%	0.1%
CCCc1nnc(NC(=O)CCCC(=O)O)s1	2.6%	3%	-11%	0%	12%	1.6%	-1%	-4%	-0.1%
CN(CC(=O)Nc1cccc(F)c1)C(=O)c1ccc(N2CCCCCC2)c([N+](=O)[O-])c1	13%	6%	2%	/	3%	/	/	12%	/
CC12CCC(=O)C=C1CCC1C2C(O)CC2(C)C1CCC2(O)C(=O)CO (stereo not drawn)	-1.7%	16%	-4%	-11%	1%	/	-1%	-1%	0.4%
CN(c1ccc(C(=O)N2CCCCC2)cc1)S(=O)(=O)c1cccs1	6.4%	2%	1%	25%	5%	/	-10%	10%	-1.1%
COCc1cc(C)nc(SCC[N+](C)(C)CC(=O)Nc2cccc(C)c2)c1C#N	-0.6%	6%	0%	0%	12%	/	-1%	4%	0.2%
O=C(NCCN1CCN(Cc2ccccc2)CC1)C1CC(=O)N(C2CCCC2)C1 (stereo not drawn)	0.6%	10%	-3%	-8%	11%	-1.0%	-6%	4%	-0.2%
O=C(CN(c1cccc([N+](=O)[O-])c1)S(=O)(=O)c1ccccc1)NCc1ccccc1	1.3%	12%	1%	-2%	5%	-1.6%	-5%	-11%	-1.4%
CC(C)Cc1nnc(NC(=O)c2ccc([N+](=O)[O-])cc2)s1	3.7%	-5%	9%	16%	7%	0.9%	-4%	14%	0.6%
O=c1nccc(NCc2ccco2)[nH]1	2.3%	4%	-2%	-8%	5%	0.0%	-2%	-10%	-0.1%
CC(=O)Nc1c(C(=O)NCc2ccccc2)nnn1Cc1ccccc1	-0.3%	3%	-4%	-11%	2%	0.6%	-9%	-4%	0.1%
Fc1cccc(NC(=S)NCc2ccccc2Cl)c1	/	10%	-4%	8%	8%	/	-4%	7%	0.2%
CCOC(=O)c1cnn(-c2ccccc2)c1-n1cccc1C(=O)C(=O)Nc1ccc(F)cc1	5.7%	1%	1%	-2%	6%	-1.3%	4%	4%	-0.2%
O=C(CCN1C(=O)C2C3C=CC(C3)C2C1=O)N1CCN(c2ccc([N+](=O)[O-])cc2)CC1 (stereo not drawn)	6.2%	5%	2%	-7%	2%	0.1%	-6%	0%	-1.5%
CCOc1ccc(/C=N/OC(C)C(=O)NCc2ccc3c(c2)OCO3)cc1 (stereo not drawn)	11%	6%	0%	16%	13%	0.0%	-1%	0%	-1.4%
CCCCN(CCCC)CC(O)COc1ccc(Br)cc1 (stereo not drawn)	-2.4%	4%	-4%	11%	23%	/	-10%	1%	-0.4%
CCN(CC(=O)Nc1ccc(NC(C)=O)cc1)C(=O)CCCc1nc2ccccc2c(=O)[nH]1	-1.5%	10%	-9%	/	3%	/	/	-6%	/
COc1ccccc1Cn1c(=S)[nH]c2cc(C(=O)NCCN3CCOCC3)ccc2c1=O	0.6%	5%	-5%	-6%	8%	-0.5%	-6%	-3%	0.2%
CC1CN(C(=O)CCNC(=O)c2ccc(Cl)cc2)CC(C)O1 (stereo not drawn)	1.9%	8%	2%	11%	-3%	/	-6%	-1%	0.5%
COc1ccc(C(=O)Nc2c(N)nc[nH]c2=O)cc1	1.6%	11%	10%	/	6%	/	/	/	/
C/C(=N\NC(=O)c1ccc(CN(C)S(=O)(=O)c2ccc(C)cc2)cc1)c1ccc(OC(F)F)cc1	?	17%	-3%	4%	7%	0.6%	0%	15%	-0.4%
O=C(CCN1C(=O)C2C3C=CC(C4CC34)C2C1=O)OCC(=O)c1ccccc1 (stereo not drawn)	0.6%	12%	-1%	2%	5%	/	-8%	-4%	0.0%
CCOC(=O)COc1cc(O)c2c(=O)cc(-c3ccccc3)oc2c1	-2.3%	-5%	5%	7%	4%	-0.7%	-2%	11%	0.3%
Cc1cc(OC(C)C(N)=O)nc(-c2ccccc2)n1 (stereo not drawn)	0.4%	4%	10%	5%	-9%	-1.2%	3%	-3%	1.3%
CC(C)C(NS(=O)(=O)c1cccc(C(F)(F)F)c1)C(=O)N1CCc2ccccc2C1 (stereo not drawn)	0.5%	2%	-5%	-5%	4%	/	-1%	2%	-1.6%
CC1(C)CC(=S)Nc2ccccc2S1	0.0%	8%	-3%	-7%	3%	-2.4%	-1%	0%	-0.2%
COC(=O)Nc1snnc1C	3.2%	0%	-14%	-2%	0%	-2.0%	-9%	3%	0.0%
COc1ccc2cc(OCC(=O)NNC(=O)Nc3ccc(C(C)=O)cc3)ccc2c1	3.7%	19%	-10%	-2%	239µM*	/	11%	3%	0.0%
CNc1ccccc1C(=O)OCC(=O)Nc1ccc2c(c1)OCO2	0.4%	30%	2%	/	11%	/	/	3%	/
CC(C)Cn1c(CN2CCN(C(=O)c3ccco3)CC2)nc2c1c(=O)n(C)c(=O)n2C	-0.2%	2%	-5%	-17%	6%	/	4%	1%	-0.8%
C=CCOc1ccc2nnc(C)n2n1	3.2%	0%	4%	16%	1%	1.0%	-11%	-5%	1.0%
Cc1ccc(C)c(N=Nc2ccc(O)c3ncccc23)c1	8.3%	12%	-3%	-3%	2%	1.0%	-2%	-2%	11%
